# SUMO Mot1 rescue – SUMOylation pathway inhibition by Mot1-301 growth rescue. S. cerevisiae Mot1-301 growth rescue, ATP luminescence, 38.5C; percent above DMSO median, 100 means doubled. growth rescue, % at 18.8 µM. 320,000 compounds, 1% hits;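 active means every valid replicate shows activation above 250% relative to neutral control wells; inactive means the rest, any valid replicate at or below 250%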;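 further: OY570 slx delta 5 strain wells were the positive control but not used for scaling; some compounds called inactive have numbers as strong as hits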
# E coli growth – counter-screen for AddAB inhibitors: E. coli growth inhibition. inhibition, % at 11.9 µM. 330,000 compounds, 0.27% hits. E. coli V3065 growth, OD600 absorbance, 18 h;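 active means inhibition above the campaign's mean inhibition across all tested compounds plus 3 SD, cut at about 9.9% in these data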;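 further: uninfected addAB+ strain grown without phage in ampicillin broth; 0% = DMSO wells and 100% = ciprofloxacin 0.95 µg/ml wells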
# PKA-R2B activ – activators of human PKA-R2B complex; P22694+P31323; PKA-R2B holoenzyme dissociation, Cy5-IP20 fluorescence polarization; R2B truncated from residue 108, S112A mutant; 0% DMSO only, 100% 113 µM cGMP; activation, % at 11.4 µM; 340,000 compounds, 0.079% hits; AID 504700;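 active means activation above a cutoff set at the mean over all compounds plus 3 SD, cut at about 18% in these data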;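 further: higher means more holoenzyme dissociation and a rise in polarization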
# Target sequence (P31323 whole entry, looked up, other chains not shown, the tested form may be a part): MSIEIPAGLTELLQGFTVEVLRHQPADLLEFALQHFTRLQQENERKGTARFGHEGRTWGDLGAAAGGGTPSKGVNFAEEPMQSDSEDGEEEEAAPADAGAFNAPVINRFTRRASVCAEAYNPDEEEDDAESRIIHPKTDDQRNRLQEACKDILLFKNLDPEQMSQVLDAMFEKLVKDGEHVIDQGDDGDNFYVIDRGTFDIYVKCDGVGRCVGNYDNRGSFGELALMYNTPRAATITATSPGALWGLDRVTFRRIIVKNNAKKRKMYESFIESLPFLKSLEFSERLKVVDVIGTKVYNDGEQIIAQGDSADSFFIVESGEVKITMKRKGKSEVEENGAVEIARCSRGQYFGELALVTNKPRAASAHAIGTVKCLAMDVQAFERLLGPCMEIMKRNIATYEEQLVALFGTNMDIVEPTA
# CDK5 inh – blocks human CDK5/p35 kinase activity | Q00535+Q15078 | Recombinant CDK5/p35, ADP-Glo luminescence, 60 min | inhibition, % at 10 µM | 330,000 compounds, 0.01% hits | AID 488839;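 active means highest replicate inhibition of at least 50% and at least 75% of replicates reaching 50%; inconclusive means only one of the two criteria met; inactive means both criteria failed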;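 further: plate controls were DMSO neutral control for no effect and GW8510 at 10 µM for full effect; many of its hits are not listed in these tables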
# HTR5A inv ctr – HTR5A inverse agonism, opioid heterodimer counter-screen; HTR5A cell line, luminescence; 340,000 compounds, 0.083% hits; inhibition, % at 9.3 µM; AID 504634; in the data active means inhibition mostly above about 23%, no sharp cut-off; inactive means mostly below about 18%;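 further: 0% = cells with DMSO and 100% = no-cell wells with DMSO; some compounds called inactive have numbers as strong as hits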
# Target sequence (P47898 whole entry, looked up): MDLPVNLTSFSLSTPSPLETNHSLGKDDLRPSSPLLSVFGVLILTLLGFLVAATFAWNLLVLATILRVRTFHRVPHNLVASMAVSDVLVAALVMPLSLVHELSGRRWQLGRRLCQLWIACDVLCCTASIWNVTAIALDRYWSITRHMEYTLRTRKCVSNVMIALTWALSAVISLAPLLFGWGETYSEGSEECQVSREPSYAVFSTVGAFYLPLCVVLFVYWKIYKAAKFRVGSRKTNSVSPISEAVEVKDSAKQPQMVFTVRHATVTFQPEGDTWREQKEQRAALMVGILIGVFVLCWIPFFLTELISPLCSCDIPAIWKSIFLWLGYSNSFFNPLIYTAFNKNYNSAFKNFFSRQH
# HTR5A ag – HTR5A agonism, opioid heterodimer counter-screen. HTR5A agonist assay, luminescence, cell-based. activation, % at 9.3 µM. 340,000 compounds, 0.61% hits; in the data active means activation mostly above about 9.5%, no sharp cut-off; inactive means mostly below about 7.6%;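 further: 0% = cells with vehicle only and 100% = reference agonist; strong numbers were not always called active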
# AddAB inh – less growth of phage-infected E. coli with AddAB; E. coli expressing H. pylori AddAB, absorbance growth; inhibition, % at 11.9 µM; 330,000 compounds, 0.29% hits; AID 435030; in the data active means inhibition above about 12%;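 further: 0% = vehicle wells of infected cells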
# phage Ecoli inh – E. coli growth loss with phage present. 360,000 compounds, 0.26% hits. growth absorbance. inhibition, % at 11.9 µM. AID 651602; in the data active means inhibition above about 11%
# PKA-R1A activ – PKA-R1A complex activation | P00514+P68181 | AID 504707 | activation, % at 11.4 µM | 340,000 compounds, 0.083% hits | PKA-R1A dissociation, Cy5-IP20 fluorescence polarization; scaled: DMSO 0%, 113 µM cGMP 100%;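 active means percent activation above the mean of all tested compounds plus 3 SD, cut at about 19% in these data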;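 further: higher means more PKAc released from R1A so a rise in polarization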
# Tat export inh – blocks Tat-dependent protein export in E. coli | 340,000 compounds, 0.036% hits | E. coli MC4100 TorA-mCherry Tat export, fluorescence | inhibition, % at 10 µM;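 active means mean replicate inhibition at least 50% and at least half of replicates individually reaching 50%; inconclusive means only one of the two criteria met; inactive means neither criterion met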;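 further: exported cargo escapes ClpAP degradation while cytoplasmic cargo is degraded and loses fluorescence; 0% = median of neutral control wells and 100% = median of NaSCN control wells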
# DAGLB inh – diacylglycerol lipase beta (human) inhibition; Q8NCG7; HEK293T DAGLB membrane lysate, EnzChek fluorogenic substrate; inhibition, % at 5.17 µM; 340,000 compounds, 0.059% hits; AID 504411; in the data active means inhibition above about 34%;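 further: 0% = enzyme with vehicle and 100% = wells lacking enzyme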
# Active calls of the source: *; ? = inconclusive; · = not tested or not shown. Hits appear at their usual frequency (roughly 2.3% active in at least one column).
SMILES,SUMO Mot1 rescue,E coli growth,PKA-R2B activ,CDK5 inh,HTR5A inv ctr,HTR5A ag,AddAB inh,phage Ecoli inh,PKA-R1A activ,Tat export inh,DAGLB inh
CC(NC(=O)CCC(=O)N1CCCCCC1)c1ccccc1 (stereo not drawn),25,-0.1,1,-0.5,-11,3,0.4,2.9,-1,-4,0
CCCOc1ccc(N2C(=O)CC(N(CCc3ccccc3)C(=O)c3ccccc3)C2=O)cc1 (stereo not drawn),-11,1.0,-2,-0.3,8,-1,-0.6,0.9,-12,1,-1
COc1ccccc1N1CCN(Cc2nc3ccccc3c(=O)n2CC(C)=O)CC1,-8,-0.9,7,0.2,0,3,2.0,1.8,-14,0,-1
Cc1ccccc1C(=O)N(Cc1nc2ccccc2c(=O)[nH]1)C1CCCC1,-7,0.8,-4,-4.6,2,-1,1.6,5.0,7,2,2
O=C(CN1CCOC1=O)N1CCCC(Nc2ccc(F)c(F)c2)C1 (stereo not drawn),22,-0.9,5,-0.3,-17,2,2.0,-0.6,-9,-1,0
CC(C)c1ccc(OCC(=O)NCCO)cc1,5,1.4,-3,-0.9,-10,0,1.4,0.4,-7,4,2
CC(C)(O)CC[C@@H](O)[C@](C)(O)[C@H]1CC[C@@]2(O)C3=CC(=O)[C@@H]4C[C@@H](O)[C@@H](O)C[C@]4(C)C3CC[C@]12C (stereo partly drawn),-2,-0.7,-5,-1.7,-4,-1,-2.2,0.8,-1,6,-1
CCSc1nc2cc(OC)c(OC)cc2c(=O)n1CCc1ccccc1,-7,-0.3,0,-0.5,-22,2,2.8,2.7,2,-4,-4
Cc1ccc(NC(=O)CN(C)C(=O)Cn2nnc(-c3ccccc3)n2)cc1,3,1.7,-5,-0.3,-6,9,0.0,1.5,-8,-5,-2
COc1cc(/C=N/N=C(\N)c2nonc2N)cc(OC)c1OC,-7,-1.9,·,-3.4,·,·,1.1,3.1,·,8,·
COc1ccc(C(C(=O)NC(C)(C)C)N(C(=O)CNC(=O)c2cccs2)c2ccc(NC(C)=O)cc2)cc1OC (stereo not drawn),5,-1.3,-1,-1.3,4,4,2.6,5.2,4,-6,-1
Cc1ccc(C(=O)N2CC(C)OC(C)C2)c(Cl)c1 (stereo not drawn),76,0.0,-3,-0.1,-16,6,3.8,2.6,-9,-4,0
COc1cccc(N(Cc2nnc3n2CCCCC3)C(=O)Nc2ccccc2F)c1,·,0.9,1,0.5,-7,3,-0.4,1.1,1,0,-1
Cc1noc(C)c1CSc1nc2sc(C)c(C)c2c(=O)n1-c1ccccc1,·,-1.9,3,-1.5,2,2,2.0,2.5,-15,-11,-3
Cc1ccnc(NC(=O)COc2c(C)cc(C)cc2[N+](=O)[O-])c1,54,2.0,-3,0.0,-1,0,4.8,2.0,4,-10,1
COc1ccc(N(Cc2cc3ccc(C)cc3[nH]c2=O)C(=O)C2CCCO2)cc1 (stereo not drawn),12,1.3,6,-1.4,-19,6,-0.9,1.5,0,-7,-4
O=S(=O)(c1ccc(F)c(F)c1F)N1CCN(C(=S)NC2CC3CCC2C3)CC1 (stereo not drawn),-5,1.0,4,1.6,6,3,3.2,5.1,-6,-3,-1
CC(=O)Nc1ccc(-n2c(C)c(C(C)=O)c(C(C)=O)c2C)cc1,-12,-0.5,3,1.5,-7,2,-1.0,2.1,0,-16,0
CCCS(=O)(=O)c1c(S(=O)(=O)CCC)c2cnccn2c1C(=O)c1ccc(Cl)cc1,12,1.0,-6,-0.3,9,-4,1.8,2.1,9,-3,0
O=C(CP(=O)(c1ccccc1)c1ccccc1)N1CCCCC1,·,1.9,-1,-0.5,8,-3,-0.3,2.9,-6,-1,-4
Cc1ccc(N(CC2CO2)S(=O)(=O)c2ccccc2[N+](=O)[O-])cc1 (stereo not drawn),-23,-2.1,-11,-1.1,12,0,2.0,0.1,-3,7,-1
COc1ccc(C2Nc3ccccc3C(=O)N2c2ccc(F)cc2)cc1CSc1ccccn1 (stereo not drawn),-15,-1.0,0,1.3,10,-4,0.2,5.1,-6,-7,-7
CCC(C)NCCOc1ccc(Br)cc1 (stereo not drawn),-6,1.6,-8,0.2,-35,13,2.6,0.9,2,0,-3
CN1CCN(CCCNC(=O)c2ccc(/C=C3\Oc4ccccc4N(Cc4ccc(Cl)cc4)C3=O)cc2)CC1,-27,-3.6,6,0.8,-3,1,0.0,2.2,1,20,2
COc1ccc(C(=O)Nc2cccc(/C=C/c3nc4ccccc4c(=O)[nH]3)c2)cc1,164,-0.2,-7,-1.3,-12,4,1.4,0.9,-10,-10,-1

# 14 successive entries out of the list so far, quoted:
SMILES,SUMO Mot1 rescue,E coli growth,PKA-R2B activ,CDK5 inh,HTR5A inv ctr,HTR5A ag,AddAB inh,phage Ecoli inh,PKA-R1A activ,Tat export inh,DAGLB inh
Cc1ccc(C(=O)N2CC(C)OC(C)C2)c(Cl)c1 (stereo not drawn),76,0.0,-3,-0.1,-16,6,3.8,2.6,-9,-4,0
COc1cccc(N(Cc2nnc3n2CCCCC3)C(=O)Nc2ccccc2F)c1,·,0.9,1,0.5,-7,3,-0.4,1.1,1,0,-1
Cc1noc(C)c1CSc1nc2sc(C)c(C)c2c(=O)n1-c1ccccc1,·,-1.9,3,-1.5,2,2,2.0,2.5,-15,-11,-3
Cc1ccnc(NC(=O)COc2c(C)cc(C)cc2[N+](=O)[O-])c1,54,2.0,-3,0.0,-1,0,4.8,2.0,4,-10,1
COc1ccc(N(Cc2cc3ccc(C)cc3[nH]c2=O)C(=O)C2CCCO2)cc1 (stereo not drawn),12,1.3,6,-1.4,-19,6,-0.9,1.5,0,-7,-4
O=S(=O)(c1ccc(F)c(F)c1F)N1CCN(C(=S)NC2CC3CCC2C3)CC1 (stereo not drawn),-5,1.0,4,1.6,6,3,3.2,5.1,-6,-3,-1
CC(=O)Nc1ccc(-n2c(C)c(C(C)=O)c(C(C)=O)c2C)cc1,-12,-0.5,3,1.5,-7,2,-1.0,2.1,0,-16,0
CCCS(=O)(=O)c1c(S(=O)(=O)CCC)c2cnccn2c1C(=O)c1ccc(Cl)cc1,12,1.0,-6,-0.3,9,-4,1.8,2.1,9,-3,0
O=C(CP(=O)(c1ccccc1)c1ccccc1)N1CCCCC1,·,1.9,-1,-0.5,8,-3,-0.3,2.9,-6,-1,-4
Cc1ccc(N(CC2CO2)S(=O)(=O)c2ccccc2[N+](=O)[O-])cc1 (stereo not drawn),-23,-2.1,-11,-1.1,12,0,2.0,0.1,-3,7,-1
COc1ccc(C2Nc3ccccc3C(=O)N2c2ccc(F)cc2)cc1CSc1ccccn1 (stereo not drawn),-15,-1.0,0,1.3,10,-4,0.2,5.1,-6,-7,-7
CCC(C)NCCOc1ccc(Br)cc1 (stereo not drawn),-6,1.6,-8,0.2,-35,13,2.6,0.9,2,0,-3
CN1CCN(CCCNC(=O)c2ccc(/C=C3\Oc4ccccc4N(Cc4ccc(Cl)cc4)C3=O)cc2)CC1,-27,-3.6,6,0.8,-3,1,0.0,2.2,1,20,2
COc1ccc(C(=O)Nc2cccc(/C=C/c3nc4ccccc4c(=O)[nH]3)c2)cc1,164,-0.2,-7,-1.3,-12,4,1.4,0.9,-10,-10,-1

# (cont.)
SMILES,SUMO Mot1 rescue,E coli growth,PKA-R2B activ,CDK5 inh,HTR5A inv ctr,HTR5A ag,AddAB inh,phage Ecoli inh,PKA-R1A activ,Tat export inh,DAGLB inh
COc1cc(NC2c3ccccc3C(=O)N2Cc2ccc3c(c2)OCO3)cc(OC)c1OC (stereo not drawn),-9,1.4,-7,-0.1,-16,2,-0.5,1.1,-4,?,2
CCOc1ccc(CNC(=O)CCC(=O)N2Cc3cccc(OC)c3Oc3ncccc32)cc1,3,-1.3,11,0.2,1,1,-0.8,3.5,-4,-5,-2
COC(=O)c1[nH]c2ccccc2c1NC(=O)CN1CCC(C(N)=O)(N2CCCCC2)CC1,-22,-0.2,-2,0.0,9,-2,3.0,2.1,-12,-4,0
Cc1ccn2c(NC3CCCC3)c(-c3cccs3)nc2c1,-21,2.0,-1,-1.5,-2,5,1.8,4.3,13,3,-2
CCOC(=O)c1sc(NC(=O)c2cc3n(n2)C(C(F)(F)F)CC(c2cccs2)N3)c(C(=O)OCC)c1C (stereo not drawn),45,-1.1,-11,0.0,-1,-6,1.7,1.1,11,1,-1
COc1ccc(C(=O)Nc2nccs2)cc1,-10,1.6,-4,-1.8,-12,-2,2.0,4.0,-6,-6,-1
O=C(N[C@@H](Cc1ccccc1)C(=O)OCc1ccccc1)c1nc[nH]c1C(=O)NC(c1ccccc1)c1ccccc1,-13,-3.3,-6,0.9,7,1,0.8,0.2,-3,-3,-1
CC(=O)c1cc(C#N)c(Oc2cccc(C(F)(F)F)c2)nc1C,-25,-2.0,-4,-0.4,-9,4,1.4,1.0,5,0,-11
COc1cccc(C2CC(c3ccccc3OC)n3nc(N)nc3N2)c1 (stereo not drawn),85,-0.7,-5,0.1,-17,6,5.8,1.8,-4,4,1

# Source: PubChem BioAssay (several laboratories)
